Screening results (PubChem)
SENP8 block: human SENP8 protease inhibitors, primary screen, biochemical, fluorescence, Nedd8 protein substrate, uHTS | inhibition, % at 20 µM | hit rate 0.64% among 360,000 | Sentrin-specific protease 8 (Homo sapiens), Q96LD8 | AID 602440, 2012 | recombinant SENP8; in the data active = inhibition mostly above about 40%, no sharp cut-off; inactive = mostly below about 27%
MPTP inh: mitochondrial permeability transition pore inhibitors, primary screen, biochemical, isolated mouse mitochondria, absorbance; Ca2+ swelling absorbance, 30 min; inhibition, % at 10 µM; hit rate 1.4% among 360,000; AID 602449, 2012;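 active = inhibition of 50% or more, scaled per plate between neutral and stimulator controls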;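 also: 0% = DMSO wells given calcium and 100% = 1 mM EGTA wells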
NR3A LBD binder: binders of NR3A ligand-binding domain, primary screen, biophysical, differential scanning fluorimetry, uHTS | Glutamate receptor ionotropic, NMDA 3A (GRIN3A) ligand-binding domain | NR3A LBD differential scanning fluorimetry, Tm shift; 0% = protein alone, 100% = glycine-bound protein | Tm shift relative to glycine control, % at 25 µM | hit rate 2.5% among 340,000 | AID 1259313, 2017;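 active = melting temperature shift of at least 10% of the positive control shift, at one fixed dose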
hIAP act: human IAP activators, primary screen, biochemical, luminescence, uHTS; purified human IAP, CDP-Star luminescence, 30 min; active compounds read high; 1 = vehicle-only enzyme, 0 = enzyme-free background; hit rate 0.16% among 330,000; activation factor at 10 µM; Intestinal-type alkaline phosphatase (Homo sapiens), P09923;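 active = activation factor of the enzyme at least 2-fold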; also: the source names both 10 and 20 µM as test concentration; values of inactives mirror those of a sister screen read the other way
PfGluPho inh: PfG6PD enzyme inhibitors, primary screen, biochemical, fluorescence intensity, uHTS. glucose-6-phosphate dehydrogenase-6-phosphogluconolactonase (Plasmodium falciparum 3D7). PfGluPho enzyme, NADPH resazurin-diaphorase fluorescence. inhibition, % at 20 µM. hit rate 0.78% among 350,000. AID 504690, 2011;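 active = inhibition reaching at least a set limit at 20 µM in the primary screen, cut at about 59% in these data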;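 also: 0% = DMSO wells with substrate and 100% = DMSO wells lacking glucose-6-phosphate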
SENP6 block: SENP6 protease inhibitors, primary screen, biochemical, luminescence, uHTS; Sentrin-specific protease 6 (Homo sapiens), Q9GZR1; Recombinant SENP6 catalytic domain, aminoluciferin luminescence; inhibition, % at 10 µM; hit rate 1.8% among 330,000;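 active = inhibition above about 50% at the single tested dose, limit read from the data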;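 also: plate controls were DMSO wells with enzyme for no effect and DMSO wells lacking enzyme for full effect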
Target sequence (Q9GZR1 628-1112 limits assumed): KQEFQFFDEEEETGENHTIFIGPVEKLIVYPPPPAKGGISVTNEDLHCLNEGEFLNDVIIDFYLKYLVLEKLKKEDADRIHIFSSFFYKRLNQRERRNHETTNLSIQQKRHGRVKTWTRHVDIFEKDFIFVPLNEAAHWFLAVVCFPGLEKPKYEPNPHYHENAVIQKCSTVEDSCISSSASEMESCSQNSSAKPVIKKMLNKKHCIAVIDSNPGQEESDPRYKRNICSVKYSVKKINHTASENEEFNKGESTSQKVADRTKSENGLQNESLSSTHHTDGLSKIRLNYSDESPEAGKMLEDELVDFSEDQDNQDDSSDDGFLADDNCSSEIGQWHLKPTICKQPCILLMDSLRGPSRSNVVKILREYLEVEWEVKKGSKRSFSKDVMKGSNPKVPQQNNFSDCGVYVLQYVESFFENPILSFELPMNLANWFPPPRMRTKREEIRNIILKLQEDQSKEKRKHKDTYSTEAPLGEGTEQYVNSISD
SENP1 FRET inh: human SENP1 catalytic domain inhibitors, primary screen, biochemical, FRET, uHTS; Sentrin-specific protease 1 (Homo sapiens), Q9P0U3; recombinant SENP1 catalytic domain, CyPet-SUMO1-YPet FRET cleavage; inhibition, % at 10 µM; hit rate 0.21% among 360,000; AID 624204, 2012;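 active = inhibition at least 30% at 10 µM, raw YFP signal under a set limit, fluorescence ratio 0.5 to 1.5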;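 also: 0% = enzyme with DMSO and 100% = no enzyme wells; some results filed as inactive read as strong as hits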
Target sequence (Q9P0U3 419-644 limits assumed): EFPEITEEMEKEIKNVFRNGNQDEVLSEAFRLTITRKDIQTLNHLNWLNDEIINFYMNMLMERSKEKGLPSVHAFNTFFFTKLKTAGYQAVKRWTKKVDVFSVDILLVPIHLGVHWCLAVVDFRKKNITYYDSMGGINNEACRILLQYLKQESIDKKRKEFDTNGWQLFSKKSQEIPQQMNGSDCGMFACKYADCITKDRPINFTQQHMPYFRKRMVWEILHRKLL
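Material: hSENP1 catalytic domain, recombinant; medium: Tris pH 8 with BME, BSA, NP40 and catalase; compound: single concentration of 10 µM compound, 0.5% DMSO final; technique: FRET read of cyan and yellow fluorescence; timing: 50 min enzyme reaction, room temperature, light-protected; reagent: SFCypet-SUMO1-SFYpet substrate at 25 nM; control set: no-enzyme low, enzyme-DMSO high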
ATG4B inh: ATG4B protease inhibitors, primary screen, biochemical, fluorescence, uHTS. hit rate 0.51% among 340,000. ATG4B cleavage of LC3-PLA2, NBD-HPC fluorescence, 1 h. inhibition, % at 8.33 µM. Cysteine protease ATG4B (Homo sapiens), Q9Y4P1. AID 504462, 2011; in the data active = inhibition above about 40%
Target sequence (Q9Y4P1 whole entry, looked up): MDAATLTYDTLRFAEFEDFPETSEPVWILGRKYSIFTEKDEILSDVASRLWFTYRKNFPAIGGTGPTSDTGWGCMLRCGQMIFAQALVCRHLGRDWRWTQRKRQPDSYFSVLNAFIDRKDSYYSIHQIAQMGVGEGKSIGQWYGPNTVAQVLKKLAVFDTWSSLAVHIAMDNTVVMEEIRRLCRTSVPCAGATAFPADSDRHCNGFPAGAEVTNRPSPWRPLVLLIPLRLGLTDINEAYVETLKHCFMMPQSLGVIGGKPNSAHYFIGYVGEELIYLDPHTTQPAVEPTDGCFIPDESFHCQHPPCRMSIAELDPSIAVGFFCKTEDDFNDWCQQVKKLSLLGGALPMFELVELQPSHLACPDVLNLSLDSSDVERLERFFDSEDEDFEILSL
The depositor's hits bear a star; x = not tested or not shown.

SMILES	SENP8 block	MPTP inh	NR3A LBD binder	hIAP act	PfGluPho inh	SENP6 block	SENP1 FRET inh	ATG4B inh
COc1ccc(NC(=O)C2CCN(c3nnnn3-c3ccccc3)CC2)cc1	15	0.8	-6	1	-19	2	0	-3
C=CCNC(=O)C1CC2Cn3c(nc4cc(C)c(C)cc43)C2N1C (configuration not stated)	14	-1.9	-2	1.2	6	-17	0	-11
Cc1nc(N)nc(-c2ccccc2O)n1	-9	-2.0	2	0.99	5	-4	2	-3
Cc1ccccc1-n1c(SCC(=O)N/N=C/c2ccccc2OCC(=O)O)nc2ccccc2c1=O	6	1.5	-1	0.94	-8	-8	2	3
Cc1ccc(S(=O)(=O)N(C)CC(=O)NCC(c2ccco2)N(C)C)cc1 (configuration not stated)	-3	0.2	2	1.1	-8	-14	-4	1
Cc1cccnc1NC(=O)CN1C(=O)c2ccccc2S1(=O)=O	2	0.8	0	1	-5	1	0	-6
NC(=O)c1cc([N+](=O)[O-])ccc1N1CCN(Cc2ccccc2)CC1	16	-2.5	-6	1.2	6	-14	1	18
CCOC(=O)C1CCCN(c2c(NCCN3CCCCC3C)c(=O)c2=O)C1 (configuration not stated)	14	-1.4	2	1	-4	25	2	-8
Cc1ccccc1CN(C)Cc1cc(=O)oc2c(C)c(C)ccc12	7	1.6	-2	1	-12	-41	0	7
COc1ccccc1N(CC(=O)NCc1ccccc1)C(=O)CCC(=O)Nc1cc(C)ccn1	18	-1.1	1	1.1	1	-3	1	-10
Cc1ccc(S(=O)(=O)N/N=C/c2ccc(OCC(=O)Nc3ccccc3Cl)cc2)cc1	13	-20	18*	0.93	-16	-13	2	-8
CCCOc1ccccc1N1C(=O)CC(N(O)c2ccccc2)C1=O (configuration not stated)	6	0.9	0	0.92	5	8	3	-1
CCOC(=O)C1CCCN(C(=O)COc2ccccc2F)C1 (configuration not stated)	14	0.5	1	0.98	-5	-11	0	-8
O=C(OCCCc1cc2ccccc2c(=O)o1)c1ccccc1C(F)(F)F	8	0.8	-6	0.91	4	-16	2	10
CN(C)C(=S)Nc1ccc(Br)c(Cl)c1	19	30	0	0.89	1	7	-3	9
COCCOC(=O)C1=C(C)OC(N)=C(C#N)C1c1ccc2c(c1)OCO2 (configuration not stated)	-48	-1.2	0	0.91	-11	5	-29	5
O=Cc1ccc(-n2cncn2)cc1	12	-3.9	-1	1	-5	0	0	-9
CCCOc1ccc(-c2nnc(-c3ccncc3)o2)cc1	-247	3.0	0	1.1	-3	45	0	2
CC(C)(C)c1cc(NC(=O)CCl)n(-c2ccccc2)n1	16	0.2	-3	0.9	-6	4	1	6
O=C(CSc1ncnc2nc[nH]c12)Nc1ccc(Br)cc1Cl	6	4.5	0	1.2	-2	-11	-4	-7

Compound profiles (already shown). Order of values: SENP8 block | MPTP inh | NR3A LBD binder | hIAP act | PfGluPho inh | SENP6 block | SENP1 FRET inh | ATG4B inh
Entry for COc1ccc(NC(=O)C2CCN(c3nnnn3-c3ccccc3)CC2)cc1 : 15 | 0.8 | -6 | 1 | -19 | 2 | 0 | -3
Entry for O=Cc1ccc(-n2cncn2)cc1 : 12 | -3.9 | -1 | 1 | -5 | 0 | 0 | -9

Three of these compounds in another layout:
> O=Cc1ccc(-n2cncn2)cc1
  SENP8 block = 12; MPTP inh = -3.9; NR3A LBD binder = -1; hIAP act = 1; PfGluPho inh = -5; SENP6 block = 0; SENP1 FRET inh = 0; ATG4B inh = -9
> CN(C)C(=S)Nc1ccc(Br)c(Cl)c1
  SENP8 block = 19; MPTP inh = 30; NR3A LBD binder = 0; hIAP act = 0.89; PfGluPho inh = 1; SENP6 block = 7; SENP1 FRET inh = -3; ATG4B inh = 9
> COCCOC(=O)C1=C(C)OC(N)=C(C#N)C1c1ccc2c(c1)OCO2 (configuration not stated)
  SENP8 block = -48; MPTP inh = -1.2; NR3A LBD binder = 0; hIAP act = 0.91; PfGluPho inh = -11; SENP6 block = 5; SENP1 FRET inh = -29; ATG4B inh = 5

The listing continues.
SMILES	SENP8 block	MPTP inh	NR3A LBD binder	hIAP act	PfGluPho inh	SENP6 block	SENP1 FRET inh	ATG4B inh
CCc1ccc2c(c1)C(NC(C)=O)C(=O)N2CCN1CCOCC1 (configuration not stated)	-1	0.7	x	1	20	-10	-4	6
CCS(=O)(=O)N1CCC(C(=O)Oc2ccc(Cl)cc2)CC1	9	0.3	-2	0.9	-7	-2	3	2
COC(=O)c1sccc1-n1cccc1C(=O)N1CCOCC1	7	2.0	0	1.1	-21	-6	2	2
O=C(O)c1ccc(N2N=C(c3ccccc3)CC2c2ccccc2)cc1 (configuration not stated)	-441	1.9	4	1.1	-28	12	-28	7
COc1ccc(NC(=O)Cn2nnc(C(=O)NCc3ccccc3)c2N)c(OC)c1	9	0.1	-6	0.94	9	-19	-1	-4
COC(=O)c1cc(OC)c(OC)cc1NC(=O)c1csc(C)c1	-56	-0.4	1	1.2	-12	-9	-1	2
COc1ccc(OCCSc2nnc(-c3cccnc3)n2N)cc1	10	-0.6	0	1	-13	-7	4	-2
Nc1cccc(C(=O)OCC(=O)Nc2cccc3c2C(=O)c2ccccc2C3=O)c1	30	0.2	33*	0.95	4	-13	33*	1
CN1CCN(C(=O)/C(=C\c2cccs2)NC(=O)c2ccco2)CC1	10	0.9	-3	1.1	4	1	1	-6
Cc1[nH][nH]c(=O)c1C(c1ccc(-c2cccc(C(=O)O)c2)o1)c1c(C)[nH][nH]c1=O	52*	0.1	-2	0.79	19	39	0	0
O=C(O)Cn1cc2c(n1)CCCCC2	15	18	2	1	-21	14	0	-5
COc1ccc(NC2CCCN(C(=O)c3cn(C)c4ccccc34)C2)cc1 (configuration not stated)	8	1.9	2	1	4	4	-2	4
COc1ccc(N(CC(=O)NCCSCc2ccco2)S(=O)(=O)c2ccccc2)cc1	6	1.2	1	0.99	9	0	1	-3
O=C(Nc1ccc(NC(=O)c2ccco2)nc1)c1ccco1	-4	-1.1	-5	1.1	1	-18	3	-8
COc1ccc(/C=C(\NC(=O)c2cccs2)C(=O)NN)cc1OC	9	1.0	-3	1	-15	-6	-4	5
Cc1ccc(C)c(NC(=S)NC2CC3CCC(C2)N3Cc2ccco2)c1 (configuration not stated)	4	-0.6	1	1	-11	3	-1	6
CSc1sc(C(=O)O)c(C)c1C(C)=O	31	-4.5	0	0.98	-8	-25	0	-6
O=C(NC1CCCCCC1)c1ccc2c(=O)n3c(nc2c1)CCCCC3	11	0.0	2	0.95	-6	36	0	7
O=C(O)CC(NC(=O)Nc1ccccc1)c1ccc(OC2CCCC2)cc1 (configuration not stated)	6	2.4	-1	1.1	5	-20	3	-5
CCC(=O)Nc1ccc2c(c1)Cc1cc([N+](=O)[O-])ccc1-2	-30	-0.1	0	x	-10	x	-6	4
CC(C(=O)NCC1CCCCC1)N1CCN(S(=O)(=O)c2ccccc2F)CC1 (configuration not stated)	8	-1.4	0	1	-16	2	1	-17
CC(=O)N1CCN(C(=O)c2ccc(OC3CCN(CCc4ccccc4)CC3)cc2)CC1	-2	1.3	2	0.97	6	-13	-2	3
O=C(OCC1CC(c2ccccc2)=NO1)c1ccco1 (configuration not stated)	2	-2.2	0	1.1	-14	2	1	15
CCn1c(=O)c([N+](=O)[O-])c(N2CCN(Cc3ccc4c(c3)OCO4)CC2)c2ccccc21	6	5.9	0	0.96	-8	-3	-2	-1
CCN(c1cccc(C)c1)S(=O)(=O)c1ccc2c(c1)oc(=O)n2C	-4	0.6	0	0.99	-10	10	3	-4
CCc1ccc(NC2CC(=O)N(c3ccc(OC)cc3OC)C2=O)cc1 (configuration not stated)	7	1.4	-5	0.9	-7	-9	3	-26
COCCCNC(=O)CCc1nc2cccnc2n1Cc1ccccc1	9	1.1	1	1.1	-3	-1	0	-6
Brc1ccc2[nH]ncc2c1	13	2.7	2	0.94	22	-24	2	-3
Fc1ccccc1OCCCN1CCOCC1	16	2.3	6	1.2	-3	-14	2	-6
COc1ccc(C(=O)Nc2ccc(O)cc2C(=O)O)cc1	2	-0.4	5	0.96	28	46	2	-3
CCN1CCN(c2ccc(NC(=O)c3cccc(N4CCCC4=O)c3)cc2)CC1	10	-0.5	-1	1	16	-14	0	-10
COc1cccc(N2CCN(C(=O)CCNS(=O)(=O)c3ccc4c(c3)c(=O)n(C)c(=O)n4C)CC2)c1	0	-5.1	-1	1.1	6	-22	-1	-5
CN1C(=S)SC(C)(C)C1(C)NO (configuration not stated)	14	-1.0	0	0.91	13	-2	-1	-15
Cc1ccc(-n2c(=S)[nH]c3sc4c(c3c2=O)CCc2ccccc2-4)cc1	-27	8.7	1	0.98	10	17	-2	-2
COc1ccc(CN2CCN(C(=O)c3cc(-c4cccnc4)nc4ccc(Cl)cc34)CC2)c(OC)c1OC	2	-0.6	-1	1	7	-14	-3	-2
CCC(=O)Nc1ccc(S(=O)(=O)Nc2cccc(C)c2)cc1OC	12	2.9	1	1.1	4	-9	-49	-10
Cn1cccc1/C=C1\SC(=O)N(c2ccccc2)C1=O	17	-0.3	3	0.89	-3	15	-30	13
Cc1ccccc1S(=O)(=O)N1[C@@H](c2ccc(Br)cc2)C(C(=O)O)=CC[C@H]1c1ccc(Cl)cc1	15	-0.7	-10	0.98	-36	10	-2	43*
Cc1ccc2ccccc2c1CSc1nc(N)nc2c1ncn2CC(C)C	25	0.1	-4	x	15	x	0	33
CC(=O)SCCC(=O)N1C(C)CCCC1C(=O)O (configuration not stated)	14	-2.9	-7	1.2	-22	-13	2	0
FC(F)Oc1ccc(NC(=S)NCc2ccco2)cc1Cl	-88	86*	4	0.9	22	1	-16	-3
Cn1c(=O)n(C)c2cc(NC(=O)CSc3nnc(-c4ccccc4O)n3-c3ccccc3)ccc21	11	3.4	1	0.91	-28	4	-1	-6
CC(=O)Nc1ccc(C(=O)Cn2nnc3ccccc3c2=O)cc1	14	-0.7	-2	0.85	-15	-2	-1	5
CN(O)/C=C/C(=O)c1ccc(Br)cc1	6	0.0	-3	1	3	4	-3	3
C/C(=N\NC(=O)c1ccc(-c2ccccc2)cc1)c1cccc(N)c1	10	-0.5	-9	1	-9	-10	-2	-8
Fc1ccc(-c2nnc(-c3ccc(Cl)cc3Cl)o2)cc1	7	-0.4	1	1.2	-17	74*	2	-3
COc1cccc(C(=O)N(C)CC(=O)Nc2cccc3ccccc23)c1	10	-1.0	0	0.93	-6	4	2	7
COc1ccc(-c2cnc(SCC(=O)Nc3ccc4c(c3)OCO4)n2Cc2ccco2)cc1	10	31	-4	0.83	2	-16	-1	1
CCOC(=O)C1CCN(S(=O)(=O)Cc2ccccc2)C1=O (configuration not stated)	12	-1.6	-3	0.96	-7	8	0	-9
COc1cccc(C2c3[nH]c4ccccc4c3C[C@H]3C(=O)N(c4ccccc4C(=O)NCCCN4CCOCC4)C(=O)N23)c1 (some centres not stated)	51*	-1.7	0	1.2	14	2	-33	-11
CN(C)S(=O)(=O)c1cccc(-c2nnc(SCC(=O)NCCCCCC(=O)O)n2-c2ccc(F)cc2)c1	6	-0.9	0	1.1	18	-24	1	-8
Cc1ccc(NC(=S)c2ccncc2)c(C)c1	11	-0.5	5	1.2	-6	10	1	6
CC(=O)N1N=C(N)SC1(C)C	2	-0.2	-1	1	-7	-4	2	2
CCCNC(=O)c1ccccc1C(=O)NC1(C(=O)NCCC)CCCC1	10	0.0	2	1.2	6	-24	3	-6
